Screening data from PubChem.
inhibitors of VEEV: inhibitors of VEEV TC-83 cytopathic effect, confirmation, Vero cells (AID 588727) | Vero cells, VEEV TC-83 cytopathic effect inhibition; higher % means a stronger effect | inhibition, % at 20 µM, or IC50 in µM where a hit was titrated | 350,000 compounds, 0.13% hits; in the data active means a potency from the dose series; inconclusive means inhibition mostly from about 14% at the one dose, without a potency; inactive means the rest, 99 in 100 with inhibition below about 12%; further: strong numbers were not always called active
tuberculosis growth: growth inhibition of non-replicating M. tuberculosis (AID 488890); Mycobacterium tuberculosis non-replicating, growth inhibition; higher % means a stronger effect; inhibition, % at 25 µM, or IC50 in µM where a hit was titrated; 320,000 compounds, 0.39% hits; in the data active means a potency from the dose series; inconclusive means inhibition mostly from about 82% at the one dose, without a potency; inactive means the rest, 99 in 100 with inhibition below about 76%;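 further: plate controls were DMSO cells for no effect and high antibiotic wells for full effect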
Salmonella PhoP GFP: PhoP regulon inhibitors, Salmonella typhi PhoP promoter GFP reporter, confirmatory (AID 1850). Salmonella Typhi PhoP-promoter GFP reporter, fluorescence, 4 h; higher % means a stronger effect. inhibition, % at 50 µM; hits with a dose series show IC50 in µM. 310,000 compounds, 0.33% hits; in the data active means a potency from the dose series; inconclusive means inhibition mostly from about 25% at the one dose, without a potency; inactive means the rest, 99 in 100 with inhibition below about 19%;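 further: 0% = induced wells with vehicle and 100% = uninduced wells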
M. tuberculosis HTS: M. tuberculosis growth inhibition, HTS (AID 449762). inhibition, % at 25 µM; hits with a dose series show IC50 in µM. M. tuberculosis H37Rv growth inhibition, 7H9 media; higher % means a stronger effect. 330,000 compounds, 0.59% hits; in the data active means a potency from the dose series; inconclusive means inhibition above about 70% without an active follow-up result;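 further: bacterial growth assessed after seven days of incubation; strong numbers were not always called active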
H1N1 NS1A inhibition: H1N1 influenza NS1A inhibitors, functional cell based assay (AID 504329); NS1A functional cell-based assay, percent inhibition; higher % means a stronger effect; one-dose inhibition, % at 12.5 µM; IC50 in µM for titrated hits; 340,000 compounds, 0.3% hits; in the data active means a potency from the dose series; inconclusive means inhibition above about 27% without an active follow-up result; further: strong numbers were not always called active
inhibitors of VEEV 10K pilot screen: further read-out of inhibitors of VEEV, marked with its call; inhibition, %; measured here: 10K pilot screen inhibition
An asterisk follows results filed as active; i = inactive; ? = inconclusive; . = no result given. Compounds were not picked by outcome. About 1.4% of those tested had a hit in this group.

SMILES	inhibitors of VEEV	tuberculosis growth	Salmonella PhoP GFP	M. tuberculosis HTS	H1N1 NS1A inhibition	others
COc1ccc(C2NC(=O)c3ccccc3N2)cc1OC (stereo not given)	0.9%	-4.9%	9.2%	-5.2%	7.0%
CCOC(=O)C(N)CSC1CC(=O)N(c2ccc(OC)cc2)C1=O (stereo not given)	0.1%	-2.0%	-2.2%	5.0%	-5.7%
Fc1ccccc1Cc1ccc(Cl)nn1	0.6%	15.3%	5.0%	-0.9%	-4.4%
NS(=O)(=O)c1ccc(NS(=O)(=O)c2ccc(NC(=O)c3ccc(-c4ccccc4)cc3)cc2)cc1	i	-5.6%	-10.1%	-3.4%	-0.7%
COc1cc2c(cc1OC)C(C(=O)NCc1ccco1)C(c1cccs1)N(C)C2=O (stereo not given)	0.7%	11.8%	11.0%	-4.7%	2.2%
COc1ccc(CNc2nccs2)cc1OC	0.2%	?	11.6%	4.1%	-2.5%
COc1ccc(-n2nc(C(=O)NCC(=O)NCCCN3CC(C)CC(C)C3)c3ccccc3c2=O)cc1OC (stereo not given)	i	-3.7%	-3.4%	2.1%	-9.5%
Nc1cccc(Nc2ncnc3ccccc23)c1	3.3%	-7.8%	2.8%	-0.7%	-1.1%
O=S(=O)(c1cnccc1N1CCN(/N=C/c2ccccc2)CC1)N1CCCCC1	3.1%	-14.1%	-1.9%	4.8%	6.7%
O=C1Cc2cc(NS(=O)(=O)c3ccc(Cl)cc3)cc3c2N1CCC3	2.7%	3.2%	4.3%	32.8%	-0.5%
CCC(C)Oc1nc2ccccc2nc1NS(=O)(=O)c1ccccc1 (stereo not given)	5.6%	-15.3%	-5.5%	-4.1%	11.0%
COC(=O)c1ccccc1NC(=O)/C=N/O	1.3%	-4.6%	4.2%	-2.6%	4.8%
COc1cc(OC)c2c(C)c(Cl)c(=O)oc2c1	0.1%	14.1%	-14.0%	6.1%	3.6%
Cc1ccc(/C=N/NC(=O)CN(Cc2ccccc2)S(=O)(=O)c2ccc3c(c2)OCCO3)cc1	1.4%	18.0%	-8.9%	3.4%	12.5%
CCOc1ccc(NS(=O)(=O)c2ccc(C(=O)NCC3(N4CCCCC4)CCCCC3)cc2)cc1	4.3%	42.3%	0.6%	1.5%	-2.4%
Cc1onc(-c2c(F)cccc2Cl)c1C(=O)c1ccccc1	3.3%	10.2%	2.7%	-2.3%	20.0%
CCOc1ccc(OCCSc2ccc(S(=O)(=O)N3CCN(C)CC3)cn2)cc1	5.2%	i	.	22.1µM*	13.4%
NC(=O)C1CCN(C(=O)CCC(=O)c2cccs2)CC1	2.1%	9.6%	.	-0.3%	-0.6%
O=C(NC(=S)NCCC1=CCCCC1)c1cccnc1	2.4%	?	0.4%	-7.9%	5.5%
COC(=O)c1ccc(CSc2nc3c(cnn3-c3ccc(C)c(C)c3)c(=O)[nH]2)o1	i	-3.0%	2.9%	0.2%	4.4%
O=S(=O)(c1cccc(-c2cn3cccnc3n2)c1)N1CCCCCC1	4.1%	12.9%	-13.1%	-5.0%	-5.0%
C=CCn1c(C)nnc1SCC(=O)Nc1ccc2c(c1)OCCO2	i	-3.3%	.	-1.6%	0.1%
CC(C)[C@H](NC(=O)c1ccccc1)C(=O)OCC(=O)NCCC1=CCCCC1	0.8%	7.2%	-5.4%	1.6%	3.8%
COc1ccc(-c2coc3c(CN4CCCCC4)c(O)c(CN4CCCCC4)c(O)c3c2=O)cc1	.	69.6%	7.3%	14.2%	.
CCN1CCN(CC(=O)c2ccc(OC)cc2)CC1	0.7%	4.9%	10.8%	0.0%	-1.7%
CCOC(=O)N1CCC(NC(=O)c2cc(COc3c(C)cccc3C)on2)CC1	1.5%	35.6%	2.6%	19.6%	3.0%
C[C@@H]1NC(=O)c2cc([N+](=O)[O-])cc(I)c2NCC[C@@H](C(N)=O)NC(=O)[C@H](CC(N)=O)NC1=O	0.7%	16.9%	-13.4%	4.2%	-3.0%
COc1ccc(N(CC(=O)NCCc2ccc(C)cc2)S(=O)(=O)c2c(C)noc2C)cc1	1.0%	19.5%	2.5%	11.4%	6.6%
COc1ccc2nc(NC(=O)CCNC(=O)c3ccccc3Cl)sc2c1	0.4%	4.6%	3.6%	30.9%	-10.8%
CCN(CC)C(=O)COc1ccc2c3c(c(=O)oc2c1)CCCC3	i	3.1%	-3.3%	6.8%	-5.3%
CCc1cc(-c2n[nH]c(C)c2-c2nc3ccccc3n2C)c(O)c(CN2CCN(C)CC2)c1O	i	72.3%	-2.2%	3.9%	7.9%
Cc1ccc(S(=O)(=O)[N-]c2nc3ccccc3nc2-[n+]2cc(C)cc(C)c2)cc1	i	6.2%	-7.3%	9.0%	-12.6%
COc1ccc(CCC(=O)N2CCCc3ccccc32)cc1	i	19.9%	-8.9%	-0.3%	9.2%
COc1ccc(CCC(=O)NCCc2nc3ccccc3[nH]2)cc1	i	3.9%	7.3%	3.4%	-7.2%
CCc1cc(C(=O)NNC(=O)c2csc(N3CCOCC3)n2)sc1C	2.4%	.	.	.	-12.7%
Cc1cccc(NC(=O)CSc2nnc(CNC(=O)c3ccc(S(=O)(=O)N(C)C)cc3)n2-c2cccc(C)c2)c1	0.9%	7.7%	-6.5%	-11.6%	-3.3%

Brought forward from above: 4 entries; new compounds follow.
SMILES	inhibitors of VEEV	tuberculosis growth	Salmonella PhoP GFP	M. tuberculosis HTS	H1N1 NS1A inhibition	others
COc1ccc(CCC(=O)N2CCCc3ccccc32)cc1	i	19.9%	-8.9%	-0.3%	9.2%
COc1ccc(CCC(=O)NCCc2nc3ccccc3[nH]2)cc1	i	3.9%	7.3%	3.4%	-7.2%
CCc1cc(C(=O)NNC(=O)c2csc(N3CCOCC3)n2)sc1C	2.4%	.	.	.	-12.7%
Cc1cccc(NC(=O)CSc2nnc(CNC(=O)c3ccc(S(=O)(=O)N(C)C)cc3)n2-c2cccc(C)c2)c1	0.9%	7.7%	-6.5%	-11.6%	-3.3%
Cc1ccc(S(=O)(=O)NCC(=O)NCc2cc(=O)n(C)c(=O)n2C)cc1	i	-10.3%	7.4%	-4.2%	-1.3%
CC(C)C(NC(=O)c1ccc(F)cc1)C(=O)N1CCOCC1 (stereo not given)	0.3%	-2.1%	.	-1.2%	-8.0%
CCOc1c(O)ccc(C2NC(=O)N(C)C(C)=C2C(=O)OC)c1[N+](=O)[O-] (stereo not given)	0.8%	-1.2%	-1.2%	0.9%	8.6%
CC(C)N(Cc1nc(-c2ccccc2)no1)C(=O)CSc1ccccc1	2.3%	2.9%	-7.3%	-2.2%	6.0%
Cc1cc(C)n(-c2c(F)c(F)c(CO)c(F)c2F)n1	0.1%	-0.2%	-4.3%	-1.4%	5.1%
CCOC(=O)Nc1n[nH]c(NC(=O)OCC)c1[N+](=O)[O-]	i	-6.2%	15.5%	6.1%	9.0%
COC(=O)c1cnn(-c2cc(Oc3ccccc3)ncn2)c1N	1.8%	-3.4%	-26.9%	-5.9%	4.6%
COc1ccc(OCCC(=O)Nc2cc(C)on2)cc1	2.5%	40.5%	3.0%	7.0%	5.1%
CCC(C(=O)NCc1ccco1)N(C(=O)CNS(=O)(=O)c1ccccc1)c1ccc(F)cc1 (stereo not given)	i	0.2%	-3.3%	9.3%	-1.0%
CCCOc1ccc(/C(O)=C2/C(=O)C(=O)N(CCN(C)C)C2c2ccncc2)cc1 (stereo not given)	2.1%	-6.3%	0.2%	-5.2%	1.4%
COc1cccc(-n2nc(-c3ccnn3-c3ccc(C)cc3)c(=O)n(C)c2=O)c1	7.2%	34.2%	3.8%	67.3%	2.6%
O=C1NC[C@H](Cc2ccccc2)N(C[C@H]2CCCN2C[C@H](Cc2ccccc2)N2C[C@H](Cc3ccc(O)cc3)N(CCc3ccccc3)C(=O)C2=O)C1=O	i	.	.	.	-2.9%
C=CCN1c2ccccc2[C@]23C[C@@H](C(=O)OC)N(C(=O)c4cccs4)C2=NC(C(=O)OC)=C(C(=O)OC)[C@H]13	i	-5.7%	-5.9%	4.0%	16.9%
CC(C)(C)C1c2[nH]c3ccccc3c2CCN1Cc1cccc(OCCO)c1 (stereo not given)	2.1%	12.9%	10.7%	-5.2%	2.5%
Cc1ccc(F)cc1NC(=O)C1CCCN(c2ncccn2)C1 (stereo not given)	2.1%	8.7%	4.8%	-5.4%	-4.6%
CC(=O)Nc1ccc(S(=O)(=O)Nc2ccc(=O)n(Cc3ccc(Cl)c(Cl)c3)c2)cc1	0.4%	14.9%	-6.6%	0.6%	4.0%
CCN(CC(=O)Nc1c(F)cccc1F)C(=O)C1CC(=O)N(c2ccc3c(c2)OCCO3)C1 (stereo not given)	i	-1.2%	2.3%	2.2%	-5.8%
CCCCC(O)(CCCC)C(=O)NN(C(=O)OCC)c1ccccc1	1.2%	5.1%	-3.6%	2.0%	-5.1%
COc1ccc(NC(=O)c2cc3c(CO)cnc(C)c3oc2=Nc2cc(OC)cc(OC)c2)cc1	0.3%	-11.8%	-9.9%	9.0%	-0.9%
NC(=O)c1nsc(C(=O)N(c2ccc3c(c2)OCO3)C(C(=O)NCC2CCCO2)c2ccc(F)cc2)c1N (stereo not given)	3.2%	-3.6%	7.0%	-0.9%	0.8%
CCOP(=O)(O)c1cccc(OCCOCCOc2cccc(P(=O)(O)OCC)c2)c1	3.6%	1.7%	14.6%	8.1%	-10.3%
CCCCn1c(SCC(=O)NCc2ccc3c(c2)OCO3)nnc1C(CC)N(C)C (stereo not given)	1.8%	.	.	.	-4.3%
O=C(COC(=O)c1ccc(Br)cc1)NCC1CCCO1 (stereo not given)	i	41.1%	.	6.2%	2.9%
CC(C)Cc1nc2ccccc2n1CCc1ccccc1	i	70.7%	0.6%	-2.1%	-3.1%

Quoted at random: three entries already listed.
SMILES	inhibitors of VEEV	tuberculosis growth	Salmonella PhoP GFP	M. tuberculosis HTS	H1N1 NS1A inhibition	others
CCN(CC(=O)Nc1c(F)cccc1F)C(=O)C1CC(=O)N(c2ccc3c(c2)OCCO3)C1 (stereo not given)	i	-1.2%	2.3%	2.2%	-5.8%
O=C(COC(=O)c1ccc(Br)cc1)NCC1CCCO1 (stereo not given)	i	41.1%	.	6.2%	2.9%
C=CCN1c2ccccc2[C@]23C[C@@H](C(=O)OC)N(C(=O)c4cccs4)C2=NC(C(=O)OC)=C(C(=O)OC)[C@H]13	i	-5.7%	-5.9%	4.0%	16.9%

Next section:
SMILES	inhibitors of VEEV	tuberculosis growth	Salmonella PhoP GFP	M. tuberculosis HTS	H1N1 NS1A inhibition	others
Cc1cc(C(=O)N/N=C/c2c(C)nn(-c3ccccc3)c2C)c(C)o1	1.9%	17.7%	-0.4%	26.9%	9.2%
CSc1ccc(NC(N)=S)cc1	1.2%	40.8%	1.4%	?	-8.6%
O=C1NC(=S)S/C1=C\c1cc2ccccc2nc1N1CCCCC1	3.7%	43.4%	-6.8%	-2.3%	13.1%
Cc1cc(C(=O)OCC(N)=O)c(C)n1-c1ccccc1	0.1%	15.7%	-21.4%	2.2%	2.0%
O=C(NC(=S)Nc1cccc(C(F)(F)F)c1)c1csnn1	1.1%	49.3%	3.4%	-0.4%	-8.0%
Cc1c(C(=O)N2CCN(C(=O)c3ccco3)CC2)sc2nc(-c3ccc(F)cc3)cn12	11.0%	15.6%	-6.0%	-2.8%	0.9%	inhibitors of VEEV 10K pilot screen=3.6
COc1cc(/C=N/OCC(=O)NC2CCCCC2)ccc1OCc1ccccc1	i	35.2%	0.1%	4.3%	-2.4%
CN(C)CCNC(=O)/C(=C/c1ccc(-c2ccc(Cl)cc2)o1)NC(=O)c1ccccc1	0.3%	34.7%	78µM*	1.4%	-5.7%
Cc1ccc(C)c(OC(C)C(=O)Nc2ccc(S(=O)(=O)Nc3nccs3)cc2)c1 (stereo not given)	2.4%	22.3%	-3.1%	3.1%	-2.2%
C[C@H](NC(=O)c1ccccc1Cl)C(=O)OCCOc1ccc(Cl)cc1	i	76.6%	-2.2%	?	-15.0%
Clc1ccc(-c2nc3ccncc3[nH]2)cc1	i	17.0%	-0.2%	-8.1%	-2.5%
CCCCN(C(=O)CC1OC(=O)c2ccccc21)c1c(N)n(CCCC)c(=O)[nH]c1=O (stereo not given)	3.2%	5.7%	3.9%	-9.6%	-13.5%
O=c1c2ccccc2c(C=NC2CCS(=O)(=O)C2)c(O)n1-c1ccccc1 (stereo not given)	2.7%	-2.5%	4.3%	-4.6%	3.1%
COc1ccc(NC(=O)c2ccc3c(c2)C(=O)N(Cc2ccncc2)C3=O)cc1S(N)(=O)=O	1.3%	-9.8%	.	12.5%	-3.0%
Cc1ccc(C(=O)OCCN(C)Cc2ccccc2)cc1	1.3%	69.0%	-3.5%	-2.8%	-4.2%
CCN(CC)c1ccc(NC(=O)c2ccccc2F)cc1	i	-3.1%	-4.8%	-1.2%	15.5%
